# STAT1 activator – activators of IFN-gamma induced STAT1 signaling; NIH 3T3 STAT1-luciferase reporter, luminescence; 100% = IFN-gamma alone, no compound; activation (% of control), % at 5.5 µM; actives 2.6% (n = 200,000); AID 932;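 active = activation above the screen-wide mean activation plus 3 SD, cut at about 130% in these data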;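 also: raw ratio to IFN-gamma control signal so 100% means no change and 0% no light; values of inactives mirror those of a sister screen read the other way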
# NF-kB neuron act – compounds increasing NF-kB expression in human neuronal cells. actives 1.6% (n = 190,000). NF-kB reporter expression; stronger effect = higher value. fold change at 12.5 µM. AID 1239; in the data active = fold change above about 3.3
# Hsp70 activator – transcriptional activators of Hsp70; actives 0.04% (n = 200,000); activation, % at 10 µM; HeLa Hsp70 promoter luciferase reporter, luminescence; scaled: vehicle 0, proteasome-inhibitor control 100%;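 active = activation above the mean across all tested compounds plus 3 SD, cutoff set per campaign, cut at about 5.5% in these data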;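 also: 100% = MG132 at 30 µM as the positive control and 0% = DMSO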
# STAT3 activator – STAT3 signaling activation | U3A cells, IL-6 STAT3-luciferase reporter, luminescence; 100% = signal with IL-6 EC80 alone | activation (% of control), % at 5.6 µM | actives 0.91% (n = 190,000) | AID 871;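 active = activation above the screen-wide mean of compound activation plus 3 SD, cut at about 130% in these data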;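 also: 0% = background luminescence of wells with medium and substrate only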
#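 Assay system – human STAT1-deficient U3A cells with stable STAT3-luciferase reporter · Also added – IL-6 (33 ng/mL) · Schedule – compound 1 h, then IL-6 6 h at 37 °C · Technique – reporter luminescence signal · Evaluation – % activation versus median of IL-6-stimulated wells · Benchmarks – IL-6-only wells as 100% reference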
# APP 5'UTR act – APP 5'UTR luciferase reporter activation; SH-SY5Y APP 5'UTR luciferase reporter, luminescence; zero percent = DMSO vehicle wells; activation, % at 2 µM; actives 1% (n = 190,000);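 active = activation above a set limit, based on mean plus 3 SD of controls, cut at about 140% in these data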; also: values of inactives mirror those of a sister screen read the other way
# HMGR II inh – blocks class II HMG-CoA reductase of Enterococcus faecalis; actives 0.41% (n = 190,000); inhibition, % at 10 µM; purified E. faecalis HMGR, NADPH absorbance 340 nm kinetic; AID 1066;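 active = inhibition above a set limit, the median over all tested compounds plus 3 SD, cut at about 9.5% in these data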;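 also: enzyme runs in reverse so mevalonate oxidation gives rising NADPH absorbance; 0% = complete reaction with DMSO and 100% = background rate lacking mevalonate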
# TLR4 MyD88 comp – blocks binding of human TLR4 to MyD88; O00206+Q99836; HeLa CL3-4 TLR4/MyD88 BLA complementation, FRET ratio; inhibition, % at 8.4 µM; actives 0.18% (n = 200,000); AID 861; in the data active = inhibition above about 25%;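 also: 0% = vehicle and 100% = reference inhibitor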
# Target sequence (O00206 whole entry, looked up): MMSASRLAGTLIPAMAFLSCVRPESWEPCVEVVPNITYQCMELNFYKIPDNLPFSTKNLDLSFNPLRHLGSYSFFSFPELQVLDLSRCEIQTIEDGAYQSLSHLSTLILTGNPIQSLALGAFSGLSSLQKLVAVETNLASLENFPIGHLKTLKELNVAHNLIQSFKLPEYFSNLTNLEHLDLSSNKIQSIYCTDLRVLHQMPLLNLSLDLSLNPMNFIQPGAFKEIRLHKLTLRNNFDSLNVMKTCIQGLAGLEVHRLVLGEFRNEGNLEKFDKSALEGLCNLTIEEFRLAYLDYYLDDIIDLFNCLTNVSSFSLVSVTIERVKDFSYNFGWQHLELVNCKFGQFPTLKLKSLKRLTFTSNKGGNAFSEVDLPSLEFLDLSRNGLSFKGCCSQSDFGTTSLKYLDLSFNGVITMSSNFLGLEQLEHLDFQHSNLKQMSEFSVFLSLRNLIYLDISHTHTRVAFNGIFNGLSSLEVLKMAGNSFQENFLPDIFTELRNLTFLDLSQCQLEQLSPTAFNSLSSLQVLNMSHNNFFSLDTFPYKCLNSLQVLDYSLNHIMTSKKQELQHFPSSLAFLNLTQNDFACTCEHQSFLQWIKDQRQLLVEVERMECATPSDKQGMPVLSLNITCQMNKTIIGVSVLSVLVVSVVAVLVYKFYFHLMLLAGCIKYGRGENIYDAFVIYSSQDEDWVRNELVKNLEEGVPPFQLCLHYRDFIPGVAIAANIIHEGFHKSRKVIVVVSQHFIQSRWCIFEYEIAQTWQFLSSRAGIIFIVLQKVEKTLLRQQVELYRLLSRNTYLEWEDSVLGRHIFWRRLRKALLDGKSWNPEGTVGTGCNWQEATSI
# Target sequence (Q99836 whole entry, looked up): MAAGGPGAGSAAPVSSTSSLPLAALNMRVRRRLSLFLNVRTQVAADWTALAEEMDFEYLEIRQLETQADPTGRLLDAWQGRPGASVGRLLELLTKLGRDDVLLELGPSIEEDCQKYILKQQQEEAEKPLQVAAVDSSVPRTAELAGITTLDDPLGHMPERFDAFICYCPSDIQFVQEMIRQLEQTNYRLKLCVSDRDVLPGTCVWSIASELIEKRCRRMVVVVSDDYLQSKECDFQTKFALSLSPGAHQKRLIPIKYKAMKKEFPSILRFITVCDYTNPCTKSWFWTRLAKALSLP
# STAT1 inh – STAT1 signaling inhibition. NIH 3T3 STAT1-luciferase reporter, IFN-gamma, luminescence. inhibition, % at 5.5 µM. actives 0.35% (n = 200,000). AID 920;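 active = inhibition above a set limit, the mean inhibition across all tested compounds plus 3 SD, cut at about 34% in these data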;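 also: 0% = IFN-gamma with DMSO and 100% = IFN-gamma with 300 µM nifuroxazide; values of inactives mirror those of a sister screen read the other way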
# STAT3 blocker – inhibitors of IL-6 induced STAT3 signaling; U3A cells, IL-6 STAT3-luciferase reporter, luminescence; host cell line lacks STAT1; inhibition, % at 5.5 µM; actives 0.89% (n = 190,000);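 active = inhibition above the mean inhibition across all screened compounds plus 3 SD, cut at about 44% in these data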;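 also: 0% = DMSO only wells and 100% = 100 µM nifuroxazide control wells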
# DTT redox prof – compounds producing H2O2 with reducing agent – biochemical, NIH compound library profiling, artefact control for MLSCN library redox annotation, primary screen | AID 878 | activation, % at 10 µM | DTT-dependent redox cycling H2O2, phenol red/HRP absorbance; 100% = 100 µM peroxide control, 0% = buffer | actives 0.03% (n = 200,000);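 active = activation of at least 50% relative to the plate's high and low controls in the primary single-dose screen; inactive = activation below 50%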;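 also: compound incubated with DTT at 0.8 mM final as the reducing agent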
# Numbers without * were called inactive; . = no result given.
SMILES,STAT1 activator,NF-kB neuron act,Hsp70 activator,STAT3 activator,APP 5'UTR act,HMGR II inh,TLR4 MyD88 comp,STAT1 inh,STAT3 blocker,DTT redox prof
Cc1cccc(NS(=O)(=O)c2cc(C(=O)N3CCCC3)ccc2Cl)c1,99,1,0.0,103,-7,-5,6,1,-5,0.4
CCCCNc1ccc(S(=O)(=O)c2cccc([N+](=O)[O-])c2)cc1[N+](=O)[O-],99,1,0.2,100,-18,-3,-6,1,0,3.2
N#CC1=C(S)N=C(N)C(c2nc(-c3ccccc3)cs2)C12CCCCC2 (configuration not stated),98,0.91,-0.3,107,.,-4,-5,3,-10,0.1
O=C1CC(c2ccccc2)CC(O)=C1C=NCCN1CCN(C(=S)Nc2cccc(Cl)c2)CC1 (configuration not stated),93,1.1,-0.2,98,12,9,0,7,6,1.6
Cc1ccc(-c2cc(C(=O)O)n[nH]2)s1,100,1.2,-0.2,97,6,-5,7,-4,8,0.0
COc1ccc(/C=C/C(=O)NCc2nc3ccccc3[nH]2)cc1OC,104,1.1,-0.2,108,5,0,-3,-5,-8,-0.4
CN(C)c1ccc(/C=N/NC(=O)c2ccccc2Cl)cc1,127,2.1,0.5,104,-9,-2,-23,-30,-1,2.9
NS(=O)(=O)c1ccc(CNC(=O)c2cc(-c3ccccn3)nc3ccc(Cl)cc23)cc1,100,0.94,0.2,116,-4,0,-10,-1,-12,-1.0
CCOC(=O)C1=C(C(F)(F)F)Nc2ncnn2C1c1cc(OC)c(OC)cc1OC (configuration not stated),95,1.1,-0.1,98,-1,3,-6,6,3,-0.1
Cc1cc(=O)n2c3ccccc3n(CC(O)CN3CCOCC3)c2c1C#N (configuration not stated),98,1.1,-0.5,101,-7,-7,-13,0,1,0.2
CC(C)(C)NS(=O)(=O)c1ccc2nc(NC(=O)c3ccc(N4C(=O)CCC4=O)cc3)sc2c1,92,1.1,-0.4,101,25,-1,-3,8,5,-2.1
Fc1ccccc1Sc1ccccc1CNC1=NCCN1,86,1.2,0.0,99,14,0,8,16,5,-0.1
CC(=O)N=c1sccn1CC(=O)c1ccc([N+](=O)[O-])cc1,99,0.96,-0.3,100,-10,-1,-1,1,5,-7.7
CN(C)CCCN(C(=O)COc1ccccc1)c1nc2ccc(F)cc2s1,106,1.1,0.2,96,-8,-4,3,-8,12,0.1
O=C1CCCC(=O)N1c1ccc(N2CCOCC2)c([N+](=O)[O-])c1,97,1.1,-0.2,98,21,-6,12,3,14,1.4
O=C(CCc1ccc(Oc2cc([N+](=O)[O-])cc([N+](=O)[O-])c2)cc1)N1CCCCC1,87,1,-0.2,100,.,-3,-13,14,6,0.8
O=C(CNC(c1ccccc1)c1ccccc1)Nc1c(F)cccc1F,98,1,-0.2,106,-1,3,-18,3,-10,-0.1
CCCCOc1ccc(/C=C/C(=O)NC2=Nc3ccccc3NC(C)=C2C(=O)OCC)cc1OC,96,0.98,0.0,98,-11,0,-11,4,4,-1.0
CCCCCCCCCCn1cc(C(C)=O)c(=O)[nH]c1=O,100,0.92,-0.2,101,-2,-7,10,0,1,13
Cc1ccc(NC(=O)CCSc2ccccc2)c(C)c1,116,1.8,0.1,99,44,-6,-1,-19,2,-0.9
Cc1nn(C)c(C)c1CN(C(=O)CCc1nnc(Cc2c[nH]c3ccccc23)o1)C(C)C,100,0.99,-0.3,112,5,0,-5,-2,-12,-1.0
Cc1c(C)c2cc3c4c(oc3c(C)c2oc1=O)CCCC4,101,1.9,0.3,92,-2,-7,0,-1,15,-0.1
O=C(COc1ncnc2ccccc12)N1CCN(S(=O)(=O)c2ccc(Cl)cc2)CC1,103,1.4,0.0,96,19,0,-15,-3,11,-1.1
COc1cc(/C=C/C(=O)OCc2c(C)noc2C)ccc1OC(F)F,99,1.2,-0.3,89,24,1,6,0,19,-2.9
CC(=O)c1ccc(Oc2cnccn2)cc1,102,1,0.0,102,15,2,-16,-3,0,-1.6
O=C(CSc1n[nH]c(-c2ccccc2)n1)Nc1ccc(Br)cn1,102,0.92,-0.3,102,-4,-1,9,-1,-1,0.6
CCOc1cc(Br)ccc1S(=O)(=O)NCc1ccccc1,97,1.4,-0.1,93,-1,-8,-6,3,14,-8.1
CC(=O)Nc1ccc(C(=O)N/N=C/c2cc(Br)cc(Br)c2O)cc1,99,1.4,-0.1,98,-25,-1,5,1,5,-0.9
CCOc1ccc(C(=O)N2CCN(Cc3ccccc3)CC2)cc1,105,0.9,-0.1,103,17,-2,4,-5,1,-0.4
Cc1nn(Cc2ccc(C(=O)Nc3nc4c(C)cccc4s3)o2)c(C)c1Br,106,0.64,-0.2,99,-4,-1,-5,-7,6,2.5
CCOC(=O)c1ccc(NC(=O)Nc2ccc3c(c2)OCCO3)cc1,112,1.1,-0.3,93,27,-5,11,-13,12,0.6
S=C(NCCc1c[nH]c2ccccc12)NC1CCCC1,106,0.99,-0.2,93,-17,0,-6,-8,12,-1.9
COc1ccccc1NC(=O)C(C)NS(=O)(=O)c1ccc(F)cc1 (configuration not stated),95,1,-0.3,100,0,-3,-12,5,1,-1.2
O=c1c2ccccc2nc2c3ccccc3c3nncn3n12,110,0.52,0.7,88,-2,-1,-4,-11,17,1.4
Clc1ccc(-n2nnc(-c3cccnc3Cl)n2)cc1Cl,135*,2.5,0.3,.,164*,-3,-3,-36,.,1.2
Cc1sc(NC(=O)CSc2nnnn2C2CCCC2)c(C#N)c1C,104,1.1,-0.3,98,-1,-3,-11,-5,5,1.2
COC(=O)c1sc(NC(=O)CC(C)C)c(C(=O)OC)c1C,97,1.1,-0.4,96,-7,-3,-11,3,2,0.2
CCC(=O)OCC(=O)Nc1ccc2c(c1)OCO2,97,1.4,0.2,96,25,-4,-2,2,8,-2.1
CS(=O)(=O)N(CC(=O)NCc1ccncc1)c1ccc(Cl)c(Cl)c1,105,0.9,0.0,104,10,-5,-9,-5,0,2.5
CC(C)[C@H](NC(=O)NCc1cccs1)C(=O)O,104,1,-0.2,100,-7,0,-10,-4,3,-1.2

# Next section; it opens with the 4 that closed the last part.
SMILES,STAT1 activator,NF-kB neuron act,Hsp70 activator,STAT3 activator,APP 5'UTR act,HMGR II inh,TLR4 MyD88 comp,STAT1 inh,STAT3 blocker,DTT redox prof
COC(=O)c1sc(NC(=O)CC(C)C)c(C(=O)OC)c1C,97,1.1,-0.4,96,-7,-3,-11,3,2,0.2
CCC(=O)OCC(=O)Nc1ccc2c(c1)OCO2,97,1.4,0.2,96,25,-4,-2,2,8,-2.1
CS(=O)(=O)N(CC(=O)NCc1ccncc1)c1ccc(Cl)c(Cl)c1,105,0.9,0.0,104,10,-5,-9,-5,0,2.5
CC(C)[C@H](NC(=O)NCc1cccs1)C(=O)O,104,1,-0.2,100,-7,0,-10,-4,3,-1.2
O=C(CNCc1ccco1)Nc1ccc(N2CCCCCC2)cc1,112,1.2,-0.3,111,-8,11*,-3,-13,-7,2.3
O=C1NN(c2ccc(F)cc2)C(=O)/C1=C/c1cccs1,98,1.2,-0.5,98,15,5,15,0,6,-0.1
O=C(Cn1c(=O)n(-c2ccccc2)c(=O)c2sccc21)NCc1ccccc1,81,0.94,-0.1,97,21,-6,-13,19,5,0.2
COC(=O)c1cc(OC)c(OC)cc1NC(=O)c1cccc(OC)c1OC,93,0.62,-0.1,92,15,-4,-3,6,16,-0.8
O=C(CSc1nnnn1-c1ccc(O)cc1)Nc1cccc(S(=O)(=O)N2CCCC2)c1,100,0.62,-0.4,85,-8,-1,0,4,18,0.2
Cc1ccc(N(CC(=O)NCc2ccc(F)cc2)C(=O)c2csnn2)cc1C,97,1,-0.1,94,18,-2,-6,3,14,-0.4
O=C(Nc1ncccc1Cl)C(Sc1ccccc1)c1ccccc1 (configuration not stated),93,0.95,-0.5,98,6,-2,0,8,10,-4.7
Cc1ccc(CNC(=O)CCNS(=O)(=O)c2ccc(C)cc2)cc1,97,1.3,-0.6,103,2,-2,-2,3,-2,0.1
Cc1ccc(C)c(S(=O)(=O)N/N=C2/CCCc3ccccc32)c1,94,1,-0.3,99,-6,-12,-10,7,2,-0.1
O=C(CCNC(=O)c1ccc(Br)cc1)Nc1nccs1,114,1,-0.3,94,-10,5,-3,-14,8,-0.6
COC(=O)/C=C(\C)NC(=O)c1ccccc1Cl,102,1.2,-0.4,101,3,0,4,-2,3,0.2
Cc1cc(NC(=O)COn2nnc3ccccc32)no1,100,1.2,-0.1,95,-3,-3,0,0,11,1.5
CCC1(C(=O)O)NC(c2cccc(OC)c2O)C2C(=O)N(c3ccccc3)C(=O)C21 (configuration not stated),105,1.1,-0.3,94,10,-3,3,-4,8,-0.4
Cc1ccccc1/C=C1\OC(=O)c2ccccc21,103,1.8,-0.4,90,12,-2,-8,-3,18,-7.1
Cc1cc(C)n(Cc2ccc(Cl)cc2Cl)c(=O)c1S(=O)(=O)c1ccccc1,96,1.7,-0.4,102,8,-3,-2,4,1,2.2
O=C(CCSc1ccccc1)N1CCN(c2ccccc2F)CC1,135*,3.1,0.0,116,54,-1,-12,-38,-12,0.4
CCc1ccc(N(C(=O)c2ccco2)C(C(=O)NC2CCCC2)c2ccco2)cc1 (configuration not stated),104,1.3,0.0,107,-5,-2,10,-3,-7,1.2
CCOc1cc(C2C(C(=O)N3CCCCC3)=C(C)NC3=C2C(=O)CCC3)cc(Br)c1O (configuration not stated),90,1.1,-0.1,108,2,-4,-1,11,-4,3.5
O=C(Nc1ccccc1)C1=C[C@H](c2ccc3c(c2)OCO3)C[C@H](OCCCCO)O1,121,1.2,-0.1,.,14,-3,3,-20,.,-1.1
CNC(=O)c1cc2ccccc2o1,99,1,-0.1,102,4,-4,10,2,2,2.4
Cc1ccc(-c2cn3c(=S)[nH]nc3s2)cc1,101,1.1,0.2,102,12,0,13,-1,2,0.6
COc1ccc(C(=O)CSC2=C(C#N)C3(CCCCC3)C(C#N)=C(N)N2)cc1,90,0.53,0.2,94,10,0,0,11,13,-0.9
CCCNC(=O)COC(=O)/C=C/c1ccco1,101,1.3,-0.4,87,6,-6,9,-1,16,0.0
CCOc1ccc(S(=O)(=O)NCc2ccccn2)cc1,100,0.96,-0.3,97,27,3,3,0,9,0.0
CCn1c(=O)n(CC)c2cc(N)ccc21,104,0.79,0.0,103,-24,2,1,-6,-1,-0.7
CCOC(=O)c1ccc(NC(=O)COc2ccccc2CNCCO)cc1,106,1,0.4,99,-10,-1,3,-10,6,-0.1
O=C(NC1=NCCS1)c1cc(-c2ccc(-c3ccccc3)cc2)nc2ccccc12,135*,1.3,-0.2,105,67,-7,-2,-39,-11,1.0
O=C(Nc1ccc(N2CCCC2)cc1)C(Cl)c1ccccc1 (configuration not stated),121,1.1,-0.3,106,20,5,0,-24,-4,-6.7
Oc1ccc(/C=N/Nc2nc(N3CCCC3)nc(N3CCCC3)n2)cc1O,132*,1.1,0.0,100,7,4,5,-36,4,-0.7
Cc1occc1C(=O)N1CCN(C(=O)C2CCCO2)CC1 (configuration not stated),106,1.3,-0.3,102,6,5,-3,-6,5,-0.5
